# Source: PubChem BioAssay
# SARS 3CLpro inh: SARS-CoV 3CLpro protease inhibition | P0C6X7 | recombinant SARS-CoV 3CLpro, quenched FRET peptide cleavage | inhibition, % at 6 µM | 0.14% of 290,000 active | AID 1706; in the data active = inhibition above about 12%
# DUSP3 inh: DUSP3 (human) phosphatase inhibition; P51452; inhibition, % at 13.3 µM; recombinant VHR phosphatase, pNPP absorbance; 0.52% of 290,000 active; in the data active = inhibition above about 50%; also: some compounds called inactive have numbers as strong as hits
# Target sequence (P51452 whole entry, looked up): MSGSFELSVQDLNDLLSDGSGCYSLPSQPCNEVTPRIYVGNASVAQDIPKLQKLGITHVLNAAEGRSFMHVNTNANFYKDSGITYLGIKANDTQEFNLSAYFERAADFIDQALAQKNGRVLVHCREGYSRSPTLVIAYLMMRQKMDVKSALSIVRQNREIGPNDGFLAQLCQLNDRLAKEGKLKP
# PfHsp40 rescue: rescue of PfHsp40-mediated yeast toxicity. S. cerevisiae expressing PfHsp40, growth rescue, ATP luminescence. 0.68% of 340,000 active. growth rescue, % at 12.5 µM; in the data active = growth rescue above about 28%, passing the limit was not always enough; inconclusive = no clear call, values can overlap the other calls;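 also: yeast W303a lacking pdr1 and pdr3 grown in galactose medium; growth measured after three days at 30 °C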
# Vc quorum ag: induces V. cholerae light production without autoinducers. V. cholerae BH1578 lux reporter, luminescence, 6 h. activation, % at 18.7 µM. 0.16% of 350,000 active; in the data active = activation mostly above about 9.7%, no sharp cut-off; inconclusive = no clear call, values can overlap the other calls; inactive = mostly below about 3.7%; also: not every result past the cut was called active; inactives centre near 0; reference of the scale not given here
# TcdB GH inh: TcdB glycohydrolase inhibition; P18177; TcdB glycohydrolase enzymatic assay, plate reader; inhibition, % at 9.99 µM; 0.24% of 350,000 active; AID 652162; in the data active = inhibition above about 10%
# Anthrax LF prot: blocks Bacillus anthracis lethal factor protease | AID 588501 | inhibition, % at 10 µM | multiplex microsphere protease cleavage assay, LF | 0.12% of 360,000 active; in the data active = inhibition above about 30%; inconclusive = no clear call, values can overlap the other calls; also: plate controls were buffer without enzyme for full effect and enzyme alone for no effect
# Target sequence (P15917 whole entry, looked up): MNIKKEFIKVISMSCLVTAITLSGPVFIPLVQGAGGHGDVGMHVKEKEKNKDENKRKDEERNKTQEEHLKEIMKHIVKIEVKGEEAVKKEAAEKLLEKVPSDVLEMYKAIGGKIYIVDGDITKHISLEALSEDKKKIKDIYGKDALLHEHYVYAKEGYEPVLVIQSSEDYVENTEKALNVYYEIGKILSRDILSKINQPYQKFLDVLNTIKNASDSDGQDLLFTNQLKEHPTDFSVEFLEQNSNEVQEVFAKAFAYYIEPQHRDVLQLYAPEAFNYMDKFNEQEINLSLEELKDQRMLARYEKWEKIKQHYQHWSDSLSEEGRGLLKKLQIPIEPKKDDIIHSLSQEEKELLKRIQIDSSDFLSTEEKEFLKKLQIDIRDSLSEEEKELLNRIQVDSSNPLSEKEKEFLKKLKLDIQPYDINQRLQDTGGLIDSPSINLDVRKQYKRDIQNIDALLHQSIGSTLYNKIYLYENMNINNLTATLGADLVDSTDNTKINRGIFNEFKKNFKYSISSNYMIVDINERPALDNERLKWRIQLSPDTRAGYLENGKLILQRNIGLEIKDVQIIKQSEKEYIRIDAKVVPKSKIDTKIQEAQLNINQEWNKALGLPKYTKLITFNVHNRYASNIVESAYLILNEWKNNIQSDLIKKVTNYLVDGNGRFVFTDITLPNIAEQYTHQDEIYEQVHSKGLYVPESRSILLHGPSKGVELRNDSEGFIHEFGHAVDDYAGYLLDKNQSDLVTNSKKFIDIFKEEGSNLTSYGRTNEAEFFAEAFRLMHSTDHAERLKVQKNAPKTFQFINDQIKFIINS
# Rv3671c inh: inhibits the M. tuberculosis serine protease Rv3671c. P9WHR9. inhibition, % at 5.96 µM. 0.048% of 320,000 active; in the data active = inhibition above about 38%;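 also: extracellular domain of Rv3671c used as enzyme; 0% = enzyme with DMSO and 100% = no enzyme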
# PriA SSB inh: inhibitors of Klebsiella pneumoniae PriA binding to SSB C-terminal tail; inhibition, % at 33 µM; 0.6% of 430,000 active; AlphaScreen SSBct-PriA binding, biotinylated peptide; AID 1272365; in the data active = inhibition mostly above about 37%, no sharp cut-off; inactive = mostly below about 20%;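 also: plate controls were negative control peptide for no effect and reference peptide for full effect; strong numbers were not always called active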
# MazF activator: MazEF (E. coli) toxin RNase activation. FAM/BHQ RNA-DNA oligo cleavage fluorescence, 5 h. activation, % at 20 µM. AID 504720. P0AE70. 0.32% of 350,000 active; in the data active = activation above about 50%
# Target sequence (P0AE70 whole entry, looked up): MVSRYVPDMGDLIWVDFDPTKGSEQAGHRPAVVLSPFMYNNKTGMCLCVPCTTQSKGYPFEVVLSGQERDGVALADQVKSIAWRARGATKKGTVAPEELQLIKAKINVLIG
# Y pestis TopoI: inhibitors of Yersinia pestis topoisomerase I. activity, % at 10 µM. 0.064% of 360,000 active. Y. pestis Topo-I cleavage product accumulation, plate reader; in the data active = activity above about 50%, passing the limit was not always enough; inconclusive = no clear call, values can overlap the other calls; also: inactives centre near 2
# * marks the source's active call; other numbers are inactive results; i = inactive; u = inconclusive; x = not tested or not shown; & = joins results of further samples. An excerpt, so the mix of outcomes need not match the whole.
# Second line of a record – SARS 3CLpro inh	DUSP3 inh	PfHsp40 rescue	Vc quorum ag	TcdB GH inh	Anthrax LF prot	Rv3671c inh	PriA SSB inh	MazF activator	Y pestis TopoI
> O=C(CNc1cc(S(=O)(=O)N2CCCC2)ccc1OCC(F)(F)F)Nc1ccc(SC(F)F)cc1
→ 2	2	-1.7	-0.6	1.5	-3	-11	-2	5	-6
> O=C(NCc1ccccc1)c1cc(C2CCCN(S(=O)(=O)c3ccccc3)C2)on1 (stereo not drawn)
→ x	x	x	4.5	0.4	9	x	x	x	28
> CCOC(=O)C1(CCc2ccccc2)CCN(Cc2cccc3c2OCO3)CC1
→ -4	0	-0.6	-0.6	0.1	-12	8	-10	-1	1
> CC(C)(C)C1CCC(=NNC(=O)c2cc(-c3ccccc3)n[nH]2)CC1 (stereo not drawn)
→ -1	-2	-0.4	-0.4	0.1	-2	-9	-14	-10	0
> Cc1cc(C)n(-c2nc(NC(C)C)nc(NC(C)C)n2)n1
→ 2	27	0.0	-0.3	x	-2	-7	-10	10	-8
> O=C(NCc1ccccc1Cl)C1CCN(S(=O)(=O)c2ccc(N3CCCC3=O)cc2)CC1
→ -2	6	1.7	i	-0.3	-2	-3	-6	1	22
> COc1ccc([N+](=O)[O-])cc1NC(=O)c1ccc(CN(c2ccc(C)c(C)c2)S(C)(=O)=O)cc1
→ 4	16	-0.6	i	-2.3	-1	-12	-2	8	2
> CCn1c(SCC(=O)N2CCOCC2)nnc1-c1cccs1
→ 2	21	0.1	-7.1	x	-3	-2	-13	2	-4
> CC(=O)c1cccc(NC(=O)c2ccc(N(Cc3ccccc3C)S(C)(=O)=O)cc2)c1
→ 5	-4	0.4	-0.2	x	-3	-33	3	0	3
> Oc1ccccc1-c1csc(-c2ccccc2)n1
→ 2	-8	3.8	-0.2	2.0	-3	5	-180&-15	4	5
> CC(C)CNC(=O)c1cc([N+](=O)[O-])ccc1N1CCCCC1
→ 0	4	-1.3	i	0.9	0	1	6	-3	5
> COC(=O)c1ccc(C(C(=O)NC2CCCCC2)N(Cc2ccc(F)cc2)C(=O)Cc2cccs2)cc1 (stereo not drawn)
→ -6	-2	-2.7	-0.2	x	1	-5	-12	0	28
> Cc1noc(C)c1NC(=O)N(C)C[C@H]1OCc2cnnn2CCCC(=O)N([C@@H](C)CO)C[C@H]1C
→ x	x	x	-0.4	1.3&1.1	5	x	x	6	0
> CCCOc1cccc(C2C(C(=O)c3cc4ccccc4o3)=C(O)C(=O)N2c2cc(C)on2)c1 (stereo not drawn)
→ 9	10	-1.0	i	0.2	-1	4	-6	7	3
> O=C(O)c1cc(NS(=O)(=O)c2ccc(NC3CCCCC3)c([N+](=O)[O-])c2)cc(C(=O)O)c1
→ 1	16	3.3	-0.3	13*	-1	1	-14	-9	1
> Cc1cc(S(=O)(=O)N2CCN(c3ccccc3C)CC2)ccc1F
→ -2	17	4.2	-0.6	x	-4	-11	-27	3	29
> CC(=O)c1cccc(CN2CCCC(CCC(=O)NCc3ccc(F)c(F)c3)C2)c1 (stereo not drawn)
→ 4	8	0.1	-0.3	1.1	0	1	-1	-2	3
> Cc1ccc(S(=O)(=O)N2CCOCC2)cc1C(=O)Nc1ccc(-c2cn3ccsc3n2)cc1
→ 2	22	0.2	-0.2	x	0	-3	13	2	10
> COc1ccc(CNC(=O)C2CCC(CNC(=O)[C@@H]3Cc4ccccc4CN3)CC2)cc1 (stereo partly drawn)
→ 6	-10	-0.8	-0.4	-0.1	0	-5	-9	-2	1
> CCNC(=S)/N=C(\N)Nc1nc(C)c2cc(C)ccc2n1
→ -2	10	4.1	-0.5	2.1	-6	-7	x	-10	0
> O=C(Oc1ccc(F)cc1C(=O)/C=C/c1cccs1)c1cccc([N+](=O)[O-])c1
→ 3	0	-0.3	-1.0	x	-1	-10	6	-3	2
> C[C@@H]1CN([C@H](C)CO)C(=O)CCCn2nncc2CO[C@@H]1CN(C)S(C)(=O)=O
→ x	x	x	i	-2.2&0.3	-9	x	x	1	-10
> CCCN(CCC)CC(O)Cn1c2ccccc2c2ccccc21 (stereo not drawn)
→ 1	14	-0.3	-0.2	0.9	-1	2	-7	2	9
> C=CCn1c(SC(C)C(=O)NCc2ccc3c(c2)OCO3)nnc1C1CCCCC1 (stereo not drawn)
→ -4	-18	0.5	1.2	x	2	-10	10	-5	16
> O=C1c2ccccc2-c2ccc(C(=O)N3CCOCC3)cc21
→ 3	-6	-0.2	i	x	-8	3	-9	-1	-3
> CCOC(=O)Cn1c(N2CCOCC2)nc2c1c(=O)[nH]c(=O)n2C
→ 0	-15	-1.0	-12	x	-6	3	-13	5	1
> CS(=O)(=O)N(CC(=O)NCCc1ccccc1)C1CCCCC1
→ 4	13	-0.5	-0.4	x	0	5	0	-3	3
> Cc1ccc(/C=N/N=C2/NC(=O)C(CC(=O)Nc3ccc(Cl)cc3)S2)o1 (stereo not drawn)
→ -2	36	-0.5	i	0.5	-1	0	x	-14	2
> Cc1ccc(CN2CCCN(Cc3c(C)cc(C)cc3C)S2(=O)=O)cc1
→ 2	10	3.7	i	0.7	-2	-14	3	-4	13
> Cn1ccc2cc(-c3ccc4ncnc(NCc5cccs5)c4c3)ccc21
→ x	x	5.0	6.5	0.2	-12	-19	11	6	3
> CCC(C)(C)n1nnnc1C(c1cccs1)N1CCN(Cc2ccccc2)CC1 (stereo not drawn)
→ -3	-12	-1.4	-0.5	1.4	-4	1	7	6	29
> O=C(N/N=C/c1ccc(-c2ccccc2[N+](=O)[O-])o1)c1cncc(Br)c1
→ 3	48	-0.5	i	x	-1	-32	x	-3	-3
> Cc1ccc(S(=O)(=O)NNC(=O)c2ccccc2O)cc1
→ 1	-4	-1.6	i	x	1	5	1	0	2
> Cc1ccc(-n2cc(C(C)(C)C)[nH]c2=S)cc1
→ 2	15	-0.6	-1.6	x	-4	-19	6	-2	2
> CC(=O)Nc1nc2ccc(S(=O)(=O)N3CCCCC3)cc2s1
→ -2	-9	-1.4	i	1.6	x	-2	-12	-2	6
> COc1ccccc1-c1cn[nH]c1-c1ccc(OCc2ccc([N+](=O)[O-])cc2)cc1O
→ 4	-4	-1.1	i	0.1	-9	0	16	-1	-2
> COc1ccc(C(=O)NCCN2CCCC2)cc1
→ -3	-29	-0.8	-0.3	2.1	-9	3	-11	0	2
> CCOc1ccc(CCNS(=O)(=O)c2ccc(-c3ccc(=O)[nH]n3)o2)cc1OCC
→ -3	-9	0.5	i	2.9	1	2	-10	9	-5
> Cn1c(=O)oc2cc(S(=O)(=O)NC3CCCc4ccccc43)ccc21 (stereo not drawn)
→ -1	38	-0.1	-1.2	-0.9	-5	-5	-5	0	12
> CN(C)c1ccc(/C=N/NC(=O)CSc2ccccn2)cc1
→ 1	9	-1.0	i	0.9	4	-3	i	5	-1
> Cn1c(=O)n(C)c2cc(N3CCCCC3)c(NC(=O)c3cccc(Cl)c3)cc21
→ -3	-8	0.0	i	7.2	-2	-10	-4	9	-2
> Cc1cc(C)nc(SCc2nnc(SCC(=O)N3CCCc4ccccc43)o2)n1
→ 1	15	-1.1	-0.7	x	-4	-8	-7	-6	12
> CC(=O)C1=C(O)C(=O)N(Cc2cccnc2)C1c1ccc(C(C)C)cc1 (stereo not drawn)
→ -4	16	0.1	4.2	0.3	-4	2	-6	5	3
> CCOC(=O)/C(C#N)=C/Nc1cc(OC)ccc1OC
→ -3	-12	-1.5	-0.3	0.0	-1	-10	-14	-1	-3
> CCOc1ccc(-n2c(O)c(C=NCCN3CCNCC3)c(=O)[nH]c2=O)cc1
→ 1	24	-2.1	4.5	x	-1	-3	-1	-8	8
> O=C(CN(C(=O)Cn1nnc(-c2ccc(F)cc2)n1)c1ccc(F)c(Cl)c1)NCC1CCCO1 (stereo not drawn)
→ -4	8	0.2	i	1.1	-1	-2	1	-4	10
> Cc1ccccc1-c1nc(CN2CCC(C(=O)NCC3CCCO3)CC2)c(C)o1 (stereo not drawn)
→ -1	24	0.6	i	x	-8	4	13	11	6
> COc1ccc(-c2nnc(-c3cccnc3)o2)cc1OC
→ -2	23	-0.5	-0.2	x	-2	2	2	-2	-4
> CCC1CCCCN1P(=O)(c1ccc(C)o1)C(C)(C)C (stereo not drawn)
→ 0	-28	-0.1	-7.1	-2.6	-2	-8	2	-7	5
> CN(Cc1ccccc1)c1nnc(N)s1
→ 1	0	-0.2	i	1.7	3	-1	4	-14	7
> COc1ccc(S(=O)(=O)N2CCOC2CNC(=O)C(=O)NCc2ccco2)cc1 (stereo not drawn)
→ -2	17	0.1	-0.1	-0.4	4	2	4	4	-11
> CCOc1ccc(CCNC(=O)C2CCCN(c3nnc(-n4cccc4)s3)C2)cc1OCC (stereo not drawn)
→ 0	20	-0.4	-0.1	x	-2	-1	-30	-1	21
> Cn1cc(NC(=O)CCl)cn1
→ -1	30	0.2	i	-0.1	1	-4	-2	9	4
> NC(CO)c1csc(Nc2ccc(C(F)(F)F)cn2)n1 (stereo not drawn)
→ x	x	x	0.7	1.9	-8	x	x	x	-8
> O=C(CSc1ccc(Br)cc1)Nc1ccccc1N1CCOCC1
→ 2	-5	-0.1	-0.4	-1.0	1	8	-2	-14	14
> CN(c1cccnc1)c1ncnc2[nH]ncc12
→ 5	31	2.3	-0.4	-0.6	-1	5	-4	0	11
> COc1ccc([N+](=O)[O-])cc1NC(=O)Nc1cccc(Cl)c1
→ -5	39	0.0	i	x	-3	-23	2	12	-15
> O=C(NCc1ccco1)c1ccc(CS(=O)Cc2ccc(Cl)cc2)o1 (stereo not drawn)
→ -2	-14	3.4	1.8	0.8	0	-2	-6	8	7
> Cc1csc(NC(=O)CCN2C(=O)c3ccccc3S2(=O)=O)n1
→ 3	19	-0.3	-5.9	-0.6	-2	-4	-3	-5	3
> CC(=O)Nc1sc(C)c(C)c1CN1CCN(S(=O)(=O)c2ccccc2)CC1
→ 3	23	-1.6	i	x	-5	-5	-1	-5	12

# The list goes on:
# Second line of a record – SARS 3CLpro inh	DUSP3 inh	PfHsp40 rescue	Vc quorum ag	TcdB GH inh	Anthrax LF prot	Rv3671c inh	PriA SSB inh	MazF activator	Y pestis TopoI
> COc1ccccc1NC(=O)c1ccc(NC(=O)c2cc3c(s2)CCC3)cc1
→ 3	15	0.5	-0.3	x	-1	-10	-5	8	-1
> COC(=O)c1oc2ccc(Br)cc2c1NC(=O)CCN1CCOCC1
→ 4	15	-0.1	-0.3	x	u	-11	-8	1	17
> O=C(/C=C/c1ccc(Cl)cc1)NCc1cccs1
→ -2	-8	-0.5	-0.3	x	0	-6	-19	3	3
> Cc1ccc(OCC(=O)Nc2ccc(Cl)cc2)c(-n2nc3ccccc3n2)c1
→ 6	27	-0.6	7.7	x	-2	-3	-15	69*	-7
> CC(=O)C(=[N+]=[N-])C(=O)NCc1ccccc1
→ 3	10	6.7	i	x	2	1	5	3	-5
> COc1cc2c(cc1OC)C(C)N(S(=O)(=O)c1cccs1)CC2 (stereo not drawn)
→ -1	20	-0.1	i	0.9	32*	x	-2	-6	-1
> COc1ccccc1C1C(C(C)=O)=C(O)C(=O)N1CCc1ccccc1 (stereo not drawn)
→ -1	-5	1.3	3.3	x	-12	-3	0	-4	-2
> CC1CCN(S(=O)(=O)c2cccc(C(=O)NC3CCS(=O)(=O)C3)c2)CC1 (stereo not drawn)
→ x	x	x	-0.6	0.1	-4	x	x	10	-2

# Structural class, the compounds so far with bromine.
# Second line of a record – SARS 3CLpro inh	DUSP3 inh	PfHsp40 rescue	Vc quorum ag	TcdB GH inh	Anthrax LF prot	Rv3671c inh	PriA SSB inh	MazF activator	Y pestis TopoI
> O=C(N/N=C/c1ccc(-c2ccccc2[N+](=O)[O-])o1)c1cncc(Br)c1
→ 3	48	-0.5	i	x	-1	-32	x	-3	-3
> O=C(CSc1ccc(Br)cc1)Nc1ccccc1N1CCOCC1
→ 2	-5	-0.1	-0.4	-1.0	1	8	-2	-14	14
> COC(=O)c1oc2ccc(Br)cc2c1NC(=O)CCN1CCOCC1
→ 4	15	-0.1	-0.3	x	u	-11	-8	1	17
